From PubChem BioAssay
KCNQ2 block = KCNQ2 channel blockers in CHO-K1 cells – cell-based, FluxOR thallium flux, B-score, primary screen (AID 2156); O88943; 20 min; hits give low values; B-score at 10 µM; 1.1% of 310,000 active;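 active = fluorescence ratio B-score at most minus 3 library SDs, with starting brightness B-score within 2 library SDs, cut at about -5.5 in these data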
Kir21 block = Kir2.1 (mouse) channel inhibition; 0.85% of 310,000 active; AID 1672; HEK293-Kir2.1, FluxOR thallium flux fluorescence; hits give low values; B-score at 10 µM;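 active = fluorescence ratio B-score at or below minus 3 SD of library scores, with starting-brightness B-score within 2 SD, cut at about -4.2 in these data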;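 note: channel flux triggered by added potassium and thallium sulfate stimulus; B-score of peak minus minimum fluorescence over baseline after thallium stimulus; more negative B-score means stronger Kir2.1 block with less thallium influx; some compounds called inactive have numbers as strong as hits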
Target sequence (P35561 whole entry, looked up): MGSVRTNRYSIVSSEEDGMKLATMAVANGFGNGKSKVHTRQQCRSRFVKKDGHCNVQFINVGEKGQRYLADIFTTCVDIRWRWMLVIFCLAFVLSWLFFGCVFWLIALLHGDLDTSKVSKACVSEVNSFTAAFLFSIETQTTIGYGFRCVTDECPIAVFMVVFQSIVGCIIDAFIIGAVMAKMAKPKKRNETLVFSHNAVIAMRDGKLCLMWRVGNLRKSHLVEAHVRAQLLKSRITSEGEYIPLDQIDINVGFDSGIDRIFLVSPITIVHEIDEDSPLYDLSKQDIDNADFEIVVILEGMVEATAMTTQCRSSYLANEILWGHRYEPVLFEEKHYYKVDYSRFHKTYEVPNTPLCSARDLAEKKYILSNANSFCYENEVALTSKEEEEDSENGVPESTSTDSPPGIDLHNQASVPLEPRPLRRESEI
Active calls of the source: *; i = inactive. Hits appear at their usual frequency; overall some 1.8% were active at least once.

SMILES | KCNQ2 block | Kir21 block
Cc1nnc(SCc2nnc(-c3ccccc3)o2)n(N)c1=O | i | -0.23
Cc1cccc(NC(=O)CCN2CC(C)OC(C)C2)c1 (stereo not drawn) | i | 0.1
CCCc1cc(C(=O)N2CCCC(CO)(CCCc3ccccc3)C2)n(C)n1 (stereo not drawn) | i | 0.8
CC(=O)c1c(C)[nH]c(=S)c(C#N)c1-c1ccc(F)cc1 | i | 0.22
CC(=O)c1ccc(OCCCC(=O)NCCc2ccccc2)cc1 | i | 0.79
O=C(/C=C/c1ccccc1Cl)Nc1ccc(-c2nnc3n2CCCCC3)cc1 | i | -0.35
COc1ccccc1NC(=O)CN1CCN(C(=O)C2CCCO2)CC1 (stereo not drawn) | i | -1.6
COc1ccc(NS(=O)(=O)c2cc3c(cc2C)N(C)CCO3)cc1 | i | 0.1
CC(C)(C)NC(=O)C(c1ccccc1)N(C(=O)CNC(=O)c1cccs1)c1cccnc1 (stereo not drawn) | i | -0.38
COC(=O)c1cccc(OCC(O)Cn2ccnc2)c1 (stereo not drawn) | i | -2.2
Cc1cc(C)nc(NC(=NCCc2c[nH]c3ccccc23)NC(=O)Nc2ccc(Cl)cc2)n1 | i | -0.14
Cc1ccc(CNc2cc(-c3nn4c(C)nnc4s3)ccc2C)s1 | i | -0.11
CCCSc1nc(C)c(CC(=O)OCC)c(=O)[nH]1 | i | 0.32
Cc1ccc(C)c(NC(=S)NNC(=O)c2csc3c2CCC(C)C3)c1 (stereo not drawn) | i | -0.95
CCCCOc1ccccc1C(=O)NNC(=S)NC(=O)c1ccccc1[N+](=O)[O-] | i | -0.49
O=C(COc1cc(Cl)c(Cl)cc1Cl)Nc1ccc([N+](=O)[O-])cc1Cl | i | 0.04
Cc1ccc(-n2c(C)c(C)c3c(NCCO)ncnc32)cc1 | i | 1.9
CCn1c(O)c(C=NC2CCCC(C)C2C)sc1=S (stereo not drawn) | i | -0.49
CC(=O)Nc1cc2nn(-c3ccccc3)nc2cc1Cl | i | -0.06
CCCc1ccc(C(=O)/C=C/N(C)C)cc1 | i | -0.65
O=C(CNC(=O)c1cccs1)OCC(=O)c1ccc(Cl)cc1 | i | 0.91
COc1ccccc1OCCNC(=O)Cc1ccc(S(=O)(=O)N2CCOCC2)s1 | i | 1.4
COC(=O)c1cc2occc2n1CC(=O)Nc1ccc(OC)c(OC)c1 | i | 0.04
CCC(=O)Nc1ccc(C(=O)n2nc(C)cc2C)cc1 | i | -0.26
CCOc1ccccc1NC(=O)C(OC(=O)C1CC1)c1ccccc1 (stereo not drawn) | i | -2.2

Looked up one by one from the list above, six records:
SMILES | KCNQ2 block | Kir21 block
COc1ccc(NS(=O)(=O)c2cc3c(cc2C)N(C)CCO3)cc1 | i | 0.1
CC(=O)Nc1cc2nn(-c3ccccc3)nc2cc1Cl | i | -0.06
COc1ccccc1NC(=O)CN1CCN(C(=O)C2CCCO2)CC1 (stereo not drawn) | i | -1.6
CCCCOc1ccccc1C(=O)NNC(=S)NC(=O)c1ccccc1[N+](=O)[O-] | i | -0.49
Cc1cc(C)nc(NC(=NCCc2c[nH]c3ccccc23)NC(=O)Nc2ccc(Cl)cc2)n1 | i | -0.14
Cc1cccc(NC(=O)CCN2CC(C)OC(C)C2)c1 (stereo not drawn) | i | 0.1

(list continues)
SMILES | KCNQ2 block | Kir21 block
CCNC(=O)CN1C(=O)NC2(CCCCCC2)C1=O | i | 0.21
NC(=O)c1cccnc1Nc1ccccc1F | i | -1.5
Clc1cccc(Cl)c1C1Nc2cccc3cccc(c23)N1 | i | 0.84
CN(CCCC(=O)NCc1ccc2c(c1)OCO2)S(=O)(=O)c1ccc([N+](=O)[O-])cc1 | i | -0.87
CC(C)C(=O)Nc1cccc(-c2nc3ccccc3o2)c1 | i | 1.1
Cc1cc(C)nc(SCC(=O)c2cc3ccccc3oc2=O)n1 | i | -0.85
COc1cc(C)nc(NC(=O)COc2ccc(Cl)cc2C)n1 | i | -0.5
COc1cccc2sc(NNC(=O)C3COc4ccccc4O3)nc12 (stereo not drawn) | i | -0.46
O=[N+]([O-])c1ccc(O)c(/C=N/Nc2ccccc2[N+](=O)[O-])c1 | i | 2.2
COCc1c(C(=O)OCc2nc(N)nc(Nc3ccccc3C)n2)oc2ccccc12 | i | -1.2
O=C(O)c1cccc(Cn2cc(Cl)cn2)c1 | i | 0.03
CSc1nc2nccc(-c3ccc4c(c3)OCO4)n2n1 | i | 0.29
CCS(=O)(=O)Nc1ccc(C2=NN(C(=O)c3ccccc3)C(c3cccs3)C2)cc1 (stereo not drawn) | i | 0.1
COc1ccccc1N(C)S(=O)(=O)c1ccc(C(=O)N(CC(N)=O)C(C)C)cc1 | i | 0.4
Cc1ccccc1CCN(C(=O)Cn1nnc2ccccc21)C(C(=O)NC(C)(C)C)c1ccsc1 (stereo not drawn) | i | -0.04
O=C(Nc1cccc(C(F)(F)F)c1)c1cc2c(s1)-c1ccccc1OC2 | i | 1.2
CCCOc1ccc(C(=O)OCC(=O)c2c(N)n(C)c(=O)n(C)c2=O)cc1OCC | i | -0.35
Nn1c(SCC(=O)Nc2ccccc2C(F)(F)F)nncc1=O | i | -1.7
CC1=C/C(=C(\c2ccc(O)c(C)c2)c2ccccc2S(=O)(=O)O)C=CC1=O | i | -1.4
CCCCCSc1nc2c(c(=O)[nH]c(=O)n2C)n1C(C)C | i | -0.97
CCCCN(Cc1cc2cc(OC)ccc2[nH]c1=O)C(=O)COc1ccccc1 | i | 2.3
CCOC(=O)CSc1nnc([C@H](Cc2ccccc2)NC(=O)OC(C)(C)C)o1 | i | -0.12
COCc1nnc(NS(=O)(=O)c2ccccc2)s1 | i | -0.03
Cc1ccc(S(=O)(=O)Nc2cccc(C(=O)NCC(c3ccco3)N(C)C)c2)cc1F (stereo not drawn) | i | -0.68
CCOC(=O)Cc1csc(NC(=O)/C=C/c2ccccc2Cl)n1 | i | -0.91

The results go on:
SMILES | KCNQ2 block | Kir21 block
CCC(=O)N1CCc2cc(S(=O)(=O)CCC(=O)N3CCN(c4ccc(F)cc4)CC3)ccc21 | i | 2.2
Cc1ccc2cc(CCNS(=O)(=O)c3ccc(F)cc3)c(=O)[nH]c2c1C | i | -0.13
COc1cccc(C(=O)NN2CC(O)=C(c3nc(C)cs3)C2=N)c1 | i | 0.31
COc1ccc(S(=O)(=O)NCCOc2ccccc2)cc1-n1cnnn1 | i | 0.17
Cc1ccc(N=C2NC(=O)CS2)cc1C | i | 1.3
CC1CCN(c2c(NCc3ccc(C(=O)N4CCN(C5CCCCC5)CC4)cc3)c(=O)c2=O)CC1 | i | -0.08
Cc1nnc(SCC(=O)NNC(=O)C(C)C)[nH]c1=O | i | -0.51
CC(C)c1nc2oc3ccccc3c(=O)c2c(=O)n1-c1ccccc1 | i | 1.2
O=C(c1ccccc1)C(Nc1ccccn1)c1ccccc1 (stereo not drawn) | i | -1.7
Cc1ccc(/C(N)=N/OC(=O)c2cccs2)cc1 | i | 1.9
CCOC(=O)c1[nH]c(C)c(C(=O)NCc2ccco2)c1C | i | 1.4
Cc1ccc(Cl)cc1N1CCN(C(=O)CN(c2ccccc2)S(=O)(=O)N(C)C)CC1 | i | 0.27
CC(=O)c1ccc(N2C(=NC(=O)CCC3CCCC3)SC3CS(=O)(=O)CC32)cc1 (stereo not drawn) | i | -0.34
CC1CCN(C(=O)c2ccc(NS(=O)(=O)c3ccc4[nH]c(=O)[nH]c4c3)cc2)CC1 | i | -0.01
CCOc1ccc(C2/C(=C(/O)c3ccc4c(c3)CC(C)O4)C(=O)C(=O)N2CCCn2ccnc2)cc1OCC (stereo not drawn) | i | 1.5
COc1ccc(OC)c(C(=O)NC(CC(N)=O)c2ccc(N3CCN(c4ccccn4)CC3)c([N+](=O)[O-])c2)c1 (stereo not drawn) | i | 1.1
Nc1c(Cl)nc(-c2ccccc2)nc1Cl | i | -0.76
COc1ccc(C2C(=O)N(C3CCCCC3)CC(=O)N2Cc2ccc3c(c2)OCO3)cc1 (stereo not drawn) | i | -0.67
COc1cc(C2c3c(-c4ccccc4)n[nH]c3C(=O)N2c2ccc(C(=O)O)cc2)ccc1O (stereo not drawn) | i | 0.02
Cc1ccc(/C=C/C(=O)NCc2cccs2)cc1 | i | -0.02
O=C(O)/C=C/C(=O)N(CC1CCCO1)C1CC(=O)N(c2c(Cl)cccc2Cl)C1=O (stereo not drawn) | i | 1.3
Cc1ccc(C(NC(=O)N2CCCCC2)=C(Cl)Cl)cc1F | i | -3.8
O=C(NCc1ccco1)c1cccc(Nc2nc3ccc(Br)cc3[nH]2)c1 | i | -0.73
CC(=O)N1CCc2cc(S(=O)(=O)N3CCc4ccccc43)ccc21 | i | -0.57
O=C(NCc1ccncc1)C1=NN(c2ccccc2)C(=O)CC1 | i | -0.97

The listing continues.
SMILES | KCNQ2 block | Kir21 block
CC(C)NC(=S)NC(=O)c1ccc(-c2ccccc2)cc1 | i | 1.8
CCOC(=O)c1c(NC(=O)CSc2nc3cccnc3n2C)sc(C(C)=O)c1C | i | -0.5
CN(Cc1c(C(=O)N/N=C/c2cccc(F)c2)nnn1-c1nonc1N)c1ccccc1 | i | -0.08
CC(C)(C)c1ccc(C(=O)NCC(=O)N/N=C/c2cccnc2)cc1 | i | -0.14
CCOC(=O)C1=C(C)NC(C)=C(C(=O)OCC)C1C1=COCCO1 | i | 0.55
Cc1cc(C)nc(NC(=O)c2ccc(OC(C)C)cc2)n1 | i | -0.59
COC(=O)Cc1c(O)ccn(Cc2ccc3c(c2)OCO3)c1=O | i | -1.2
Cc1ccc(S(=O)(=O)NNC(=O)c2ccncc2)cc1 | i | -0.24
Cc1cc(C)n(CCC(=O)Nc2ccc(-c3ccno3)cc2)n1 | i | 0.45
CCCNC(=O)c1cc2c(C(F)(F)F)nn(C)c2s1 | i | 0.69
N#C/C(=C/c1ccc(CNC(=O)C(=O)Nc2cc(Cl)cc(Cl)c2)o1)C(=O)NCc1cccnc1 | i | 0.16
CN(C)c1ccc(NC(=O)c2sc(SCC(=O)Nc3ccc(Br)cc3)nc2N)cc1 | i | 1.4
CN(CC(=O)Nc1cccc(F)c1)C(=O)C1CC(=O)N(CCc2ccccc2)C1 (stereo not drawn) | i | -0.52
Cc1cccc(-c2noc(C3CCCCC3)n2)c1 | i | -0.15
Cc1ccc(NCCC(=O)c2ccc(Cl)c(Cl)c2)cc1 | i | 1.4
O=C(NCc1ccncc1)/C(=C\c1ccc(F)cc1)NC(=O)c1ccccc1 | i | -1.8
CCOC(=O)/C=C/C(=O)OCC(=O)NC(c1ccccc1)c1ccccc1 | i | 0.01
O=C(Nc1scc(-c2ccccc2)c1C(=O)O)c1ccc(F)cc1 | i | 0.85
c1ccc(-c2nc(N3CCCCC3)nc3ccccc23)cc1 | i | 0.05
COc1ccc(/C=C(/NC(=O)c2ccccc2)C(=O)N/N=C/c2cccs2)cc1OC | i | 0.01
CN(C)c1ccc(CC(=O)c2nc3ccccc3s2)cc1 | i | 0.85
COc1ccc(/C=N/n2c(SC)nnc(C(C)(C)C)c2=O)c(OC)c1 | i | 0.42
COC(=O)c1c(N2C(=O)[C@H]3[C@@H](C2=O)[C@]2(C(=O)Nc4ccc(C)cc42)N2CCC[C@@H]32)sc(C)c1C | i | 0.12
Cc1ccc2cc(CCNC(=O)C(=O)c3c(C)[nH]c4ccccc34)c(=O)[nH]c2c1 | i | -1.2
COc1ccc(C(=O)Oc2cc(OC)cc(OC)c2C(C)=O)cc1 | i | -0.13

The list goes on.
SMILES | KCNQ2 block | Kir21 block
COc1ccc(-n2c(O)c(C=NC3CC3)c(=O)[nH]c2=O)cc1 | i | 1.3
O=C(Nc1cccc(S(=O)(=O)N2CCCCC2)c1)c1ccc([N+](=O)[O-])o1 | i | -0.01
O=C(NCC(=O)N1CC=C(c2ccccc2)CC1)c1ccco1 | i | -1.1
CCCN1C(=O)C2C(C(=O)Nc3cccc(OC)c3)C3C=CC2(O3)C1C(=O)NC1CCCCC1 (stereo not drawn) | i | 1.5
CCOc1ccc(NC(=O)COc2coc(CN3CCc4ccccc4C3)cc2=O)cc1 | i | -4.5
CCOC(=O)N/N=C/c1cn(CCCOc2ccc(C)cc2)c2ccccc12 | i | 0.01
CC(=O)N1CCN(C(=O)c2ccc(-n3c(C)ccc3C)cc2)CC1 | i | -1.1
Cc1c(C(=O)NCc2ccccn2)oc2ccc(S(=O)(=O)N3CCC4(CC3)OCCO4)cc12 | i | -0.06
COc1cc(C2C(C(N)=O)=C(C)Nc3nc(CCCO)nn32)cc(OC)c1OC (stereo not drawn) | i | 0.12
COc1cc(/C=C/c2[nH]c(=O)[nH]c(=O)c2[N+](=O)[O-])cc(OC)c1O | i | 0.61
O=P(O)(O)COc1ccccc1P(=O)(c1ccccc1)c1ccccc1 | i | 0.68
N#Cc1c(-c2ccncc2)c2c([nH]c1=S)CCCC2 | i | -0.02
COc1ccc(NC(=O)c2ccccc2-c2ccccc2)cc1 | i | 0.42
COCCN1C(=S)N[C@@H](c2cccc(F)c2)C(C(=O)OC)=C1C | i | -6.8*
CC(C)/C=N/Nc1nc(-c2ccc(Br)cc2)cs1 | i | 0.39
Cc1c(OC(C)C(=O)NCC2CCC(C(=O)O)CC2)ccc2c1oc(=O)c1ccccc12 (stereo not drawn) | i | 1.5
Cc1ccc(-c2nnc(NC(=O)CCS(=O)(=O)c3ccccc3)o2)c(C)c1 | i | 2.2
Cc1ccc2c(c1)NC(=O)C(CC(=O)NCc1cccnc1)O2 (stereo not drawn) | i | 1.7

One compound at a time (already shown). Order of values: KCNQ2 block | Kir21 block
Results for CCCSc1nc(C)c(CC(=O)OCC)c(=O)[nH]1 : i | 0.32
Results for Cc1ccc(/C(N)=N/OC(=O)c2cccs2)cc1 : i | 1.9
Results for CCC(=O)Nc1ccc(C(=O)n2nc(C)cc2C)cc1 : i | -0.26
Results for O=[N+]([O-])c1ccc(O)c(/C=N/Nc2ccccc2[N+](=O)[O-])c1 : i | 2.2
